Screening data from PubChem BioAssay.
PolyA inh: yeast polyadenylation inhibition; S. cerevisiae SKY197-pL101 polyadenylation reporter, beta-gal luminescence; efflux-impaired pdr1/pdr3 knockout yeast; score 100 = 6 SD above DMSO; calls only at 12 µM; hit rate 0.02% among 300,000; AID 1875;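 active means lowest replicate activity score at least 50, where 100 means six control SD above control mean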;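 further: yeast exposed to compound for 9 h at 30 °C; higher score means more reporter readthrough which indicates perturbed polyadenylation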
KCNQ1 inh: inhibitors of human KCNQ1 potassium channel; P51787; CHO-K1 KCNQ1, FluxOR thallium flux fluorescence; active compounds read high; B-score at 10 µM; hit rate 1.3% among 310,000; AID 2642;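 active means compounds whose thallium flux B-score, printed positive for inhibition, exceeds three library SD while starting fluorescence stays within three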;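 further: channel opened by potassium depolarization with thallium stimulus after 20 min compound exposure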
Target sequence (P51787 whole entry, looked up): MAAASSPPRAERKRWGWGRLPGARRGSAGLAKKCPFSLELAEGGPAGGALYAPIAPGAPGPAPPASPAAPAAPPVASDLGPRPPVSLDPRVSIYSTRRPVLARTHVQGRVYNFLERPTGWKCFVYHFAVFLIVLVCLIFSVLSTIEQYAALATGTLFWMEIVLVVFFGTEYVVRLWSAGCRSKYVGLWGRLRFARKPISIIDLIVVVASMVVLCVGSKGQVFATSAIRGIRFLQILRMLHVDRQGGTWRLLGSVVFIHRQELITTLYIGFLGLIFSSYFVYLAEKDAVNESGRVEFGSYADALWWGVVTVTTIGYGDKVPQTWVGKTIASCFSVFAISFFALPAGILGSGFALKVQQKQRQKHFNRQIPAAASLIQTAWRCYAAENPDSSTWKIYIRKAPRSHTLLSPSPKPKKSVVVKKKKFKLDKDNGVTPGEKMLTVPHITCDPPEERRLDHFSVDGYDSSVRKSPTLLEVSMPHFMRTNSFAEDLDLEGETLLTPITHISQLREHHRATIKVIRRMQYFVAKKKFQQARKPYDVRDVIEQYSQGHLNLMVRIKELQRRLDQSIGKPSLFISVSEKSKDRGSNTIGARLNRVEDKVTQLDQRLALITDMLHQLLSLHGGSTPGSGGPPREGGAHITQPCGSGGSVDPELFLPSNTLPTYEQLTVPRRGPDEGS
hERG protect: hERG (human) protection from proarrhythmic block; CHO-hERG, FluxOR thallium flux, dofetilide IC70 present; activation (rescue from dofetilide block), less the hit threshold, % at 10 µM; hit rate 0.51% among 310,000;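 active means activation above the mean of controls blocked by dofetilide plus 5 SD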;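 further: thallium influx through hERG after potassium depolarization seen as dye fluorescence rise; in these data hits start at about 4.7%; inactives centre near -7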
GSK3beta inhib: human GSK3beta kinase inhibition; GST-GSK3beta kinase, ADP-Glo luminescence, 60 min; active compounds read low; activity score (negative = inhibition), % at 10 µM; P49841; hit rate 0.038% among 300,000;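 active means more than half of replicate wells score below -50%, meaning over 50% inhibition versus plate controls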;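 further: 0% = median DMSO wells and -100% = median GW8510 positive control wells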
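Assay system: GST-tagged human GSK3beta kinase, cell-free; Input: 1.6 ng GSK3beta; Medium: Tris/MgCl2 kinase buffer; Timing: 60 min enzyme reaction, room temperature; Signal: ADP-Glo luminescence quantifying ADP generated by kinase; Evaluation: score relative to plate controls; Benchmarks: DMSO neutral wells and GW8510 at 20 µM as positive.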
GSK3A inh: human GSK-3 alpha kinase inhibition. P49840. ADP-Glo luminescence, 60 min. inhibition, % at 10 µM. hit rate 0.1% among 320,000. AID 2650;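 in the data active means inhibition above about 50%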;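 further: GST-tagged GSK-3 alpha with peptide substrate and 25 µM ATP; 0% = DMSO neutral wells and 100% = GW8510 positive control wells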
KCNQ1 act: potentiates or activates the human KCNQ1 potassium channel. hit rate 0.35% among 310,000. P51787. CHO-K1 KCNQ1, thallium flux FluxOR fluorescence; active compounds read high. B-score at 10 µM;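 active means fluorescence ratio B-score, a plate-corrected score, at least three library SD, with initial intensity B-score within 5 SD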
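System: Stable KCNQ1 CHO-K1 line | Incubation: 90 min dye loading and 20 min compound exposure, both at room temperature | Measure: Ratio B score | Medium: Assay buffer for compound exposure, DMSO matched across wells | Compound dosing: Single-concentration screen | Probe or stimulus: K+/Tl+ depolarizing stimulus | Measured by: Kinetic FluxOR fluorescence, 10 s baseline plus 110 s post-stimulus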
RGS4 act: potentiators or activators of RGS4; HEK293 M3R/inducible RGS4, carbachol calcium flux Fluo4; active compounds read low; hit rate 0.92% among 310,000; B-score at 10 µM;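 active means B-score of the integrated calcium signal more than 4 SD below the library mean, with starting fluorescence not abnormally high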;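 further: negative B-score means reduced calcium response which marks RGS4 activation or potentiation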
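Assay system: Inducible-RGS4 HEK293 cells carrying M3 receptor | Schedule: Compound preincubation 20 min at room temperature before agonist | Signal: Kinetic calcium fluorescence imaging with Fluo4-AM dye, 2 µM | Read-out basis: B score from integrated fluorescence ratio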
Dyrk1A ADPGlo: inhibitors of rat Dyrk1A kinase. Q63470. ADP-Glo luminescence, NFATc1 peptide. inhibition, % at 12.5 µM. hit rate 0.43% among 310,000; in the data active means inhibition above about 50%;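 further: plate controls were vehicle with enzyme for no effect and no enzyme for full effect; many of its hits are not listed in these tables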
RGS4 inh: inhibitors of human RGS4; P49798; HEK293 M3R/RGS4 inducible, Fluo-4 calcium flux; active compounds read high; triggered by carbachol at its EC20; B-score at 10 µM; hit rate 0.45% among 310,000;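 active means B-score, a plate-corrected calcium signal, over three deviations above library mean, with baseline fluorescence within five deviations of library mean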;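 further: RGS4 expression induced by doxycycline in cells with stable M3 receptor; B-score is computed from the integrated fluorescence ratio over baseline after carbachol; higher B-score means a larger calcium signal and so more RGS4 inhibition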
KCNK9 inh: blocks the human KCNK9 two-pore domain potassium channel; Q9NPC2; HEK293 KCNK9, FluxOR thallium flux fluorescence; active compounds read low; B-score at 10 µM; hit rate 1.2% among 310,000;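 active means ratio B-score over 3 SD below the library mean, with starting fluorescence within 5 SD of its mean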;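 further: negative B-score means less thallium flux so channel inhibition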
KCNK3 inh: human KCNK3 channel inhibition, primary screen; O14649; hit rate 0.84% among 340,000; CHO-KCNK3 thallium flux, FluxOR fluorescence; active compounds read low; B-score at 10 µM;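 active means B-score under library mean minus 4 SD, starting fluorescence ratio at most library mean plus 5 SD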;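 further: more negative B-score means stronger inhibition of thallium flux through KCNK3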
Target sequence (O14649 whole entry, looked up): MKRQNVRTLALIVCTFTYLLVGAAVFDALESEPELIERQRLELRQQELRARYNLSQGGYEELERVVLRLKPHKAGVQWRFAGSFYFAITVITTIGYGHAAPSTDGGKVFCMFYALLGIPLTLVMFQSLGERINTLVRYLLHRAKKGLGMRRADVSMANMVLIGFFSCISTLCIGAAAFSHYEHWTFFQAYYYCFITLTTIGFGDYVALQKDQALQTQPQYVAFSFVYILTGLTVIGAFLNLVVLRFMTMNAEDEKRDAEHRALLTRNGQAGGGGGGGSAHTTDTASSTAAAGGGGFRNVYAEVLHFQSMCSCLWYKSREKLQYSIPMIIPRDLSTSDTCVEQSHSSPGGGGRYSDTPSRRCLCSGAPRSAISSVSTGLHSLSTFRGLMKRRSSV
Starred values were filed as active, the others as inactive; i = inactive; nt = no result given.

mol	PolyA inh	KCNQ1 inh	hERG protect	GSK3beta inhib	GSK3A inh	KCNQ1 act	RGS4 act	Dyrk1A ADPGlo	RGS4 inh	KCNK9 inh	KCNK3 inh
COc1ccc(C(CC(=O)Nc2cc(OC)cc(OC)c2)n2cccc2)cc1 (stereo not drawn)	i	i	-8	-1	-5	i	i	-2	i	i	i
O=C(C1CCN(S(=O)(=O)c2ccc(-n3cnnn3)cc2)CC1)N1CCN(c2ccccc2)CC1	i	i	-11	3	-6	i	i	-7	i	i	i
CC1CC(C)CN(C(=O)CCn2c(=O)oc3ccccc32)C1 (stereo not drawn)	i	i	-11	1	1	i	i	0	i	i	i
Cc1cc(C)n(-c2cccc(CN(C)Cc3nc(-c4cnccn4)no3)c2)n1	i	i	-12	-1	0	i	i	-2	i	i	i
C=CCn1c(N2CCCC2)nc2c1c(=O)[nH]c(=O)n2C	i	i	-8	2	-1	i	i	6	i	i	i
C/C(CC(=O)Nc1ccc2c(c1)OCCO2)=N\NC(=O)COc1cccc(C)c1	i	i	-3	-1	0	i	i	-5	i	i	i
O=S(=O)(Nc1ccc2cn[nH]c2c1)c1ccc(Cl)cc1	i	i	-7	0	-3	i	i	0	i	i	i
COc1cccc(/C=N/n2cnc3ccccc32)c1OC	i	i	-13	-22	-1	i	i	2	i	i	i
CC1(C)CC(=O)C=C(NCC2CCCO2)C1 (stereo not drawn)	i	i	1	1	0	i	i	nt	i	i	i
COc1ccc2[nH]cc(CCN3C(=O)c4ccc(C(=O)O)cc4C3=O)c2c1	i	i	-8	1	17	i	i	6	i	i	i
Cc1ccc(Cn2nnc3c(=O)[nH]c(C4CCN(S(=O)(=O)c5ccccc5)CC4)nc32)cc1	i	i	-10	3	0	i	i	-4	i	i	i
CCn1c(-c2ccccc2)c[nH]c1=S	i	i	-9	3	2	i	i	-1	i	i	i
O=C(O)CCn1c(C(=O)O)cc2sccc21	i	i	-4	-1	-1	i	i	8	i	i	i
Cc1ccccc1Cn1c(C(=O)OC(C)C)cc2c1ccn2C	i	i	-8	-2	-3	i	-8*	-5	i	i	i
O=S(=O)(Nc1ccc(Cl)cn1)c1ccc(F)cc1	i	i	-8	4	-5	i	i	-4	i	i	i
ON/C=N/C(=S)Nc1ncc(C(F)(F)F)cc1Cl	i	i	14*	0	1	20*	i	3	i	i	i
Cc1ccc(NC(=O)C2C3CC4OC(=O)C2C4C3)cc1Cl (stereo not drawn)	nt	i	-4	0	-2	i	i	-13	i	i	i
Cc1cc(C)n(-c2ccc(S(N)(=O)=O)cc2[N+](=O)[O-])n1	i	i	-3	-2	-1	i	i	-5	i	i	i
COc1ccc2c(c1)O[C@H](c1ccc3c(c1)OCO3)[C@@H](OC(=O)N[C@H](C)C1CCCCC1)C2=O	i	i	-3	-3	0	i	i	nt	i	i	nt
CC(CCc1ccccc1)NC(=O)c1ccc(Cl)nc1 (stereo not drawn)	i	i	-6	0	-2	i	i	-8	i	i	i
CC(Oc1ccc(Cl)cc1)C(=O)Nc1ccc(S(=O)(=O)Nc2nccs2)cc1 (stereo not drawn)	i	i	-6	-2	0	i	i	-6	i	i	i
CC1CCC2C(=O)N(c3ccc(NC4CCCCC4)c([N+](=O)[O-])c3)C(=O)C2C1 (stereo not drawn)	i	i	-10	0	0	i	i	-5	i	i	i
Cc1ccc2c(c1)[nH]c1c(=O)n(Cc3ccco3)cnc12	i	i	-9	-1	-1	i	i	1	i	i	i
O=Cc1ccc(Oc2nc(Cl)ncc2F)cc1	i	i	-6	-29	3	i	i	nt	i	i	i
O=C(Nc1ccc(F)cc1)c1cc(S(=O)(=O)Nc2ccc(F)cc2)cs1	i	7*	-9	1	-3	i	i	0	i	i	i
O=C1C2C3C=CC(C3)C2C(=O)N1CNc1ccccn1 (stereo not drawn)	i	i	-4	3	nt	i	i	2	i	i	i
O=C(CN(C(=O)CNS(=O)(=O)c1ccccc1)c1ccc2c(c1)OCCO2)NC1CCCCC1	i	i	-6	-2	-2	i	i	10	i	i	i
COc1ccc(CCN(Cc2ccc(C(C)C)cc2)S(=O)(=O)c2ccc(S(=O)(=O)N(C)C)cc2)cc1OC	i	i	-6	-2	2	i	i	5	i	i	i
C=CCN1C(=O)c2ccc(C(=O)N(C)CC(=O)Nc3ccccc3C(F)(F)F)cc2C1=O	i	i	-10	3	-2	i	i	1	i	i	i
Cc1nn(CCC(=O)NCCc2ccccc2Cl)c(=O)c2nn(-c3ccccc3)c(C)c12	i	i	-7	3	0	i	i	-7	i	i	i
CN1CCC(NC(=O)c2ccncc2)CC1	i	i	1	-3	4	i	i	nt	i	i	i
C(=C\c1ccccc1)/CN1CCN(Cc2nc(Cc3ccccc3)no2)CC1	i	i	-10	-1	0	i	i	6	i	i	i
Cc1ccc2[nH]c3c(c2c1)CN(C(=O)CN1CCN(c2ccccc2)CC1)CC3	i	i	-12	2	nt	i	i	nt	i	i	nt
O=C(Nc1ccccc1)C(=O)Nc1cccnc1	i	i	-7	-7	-1	i	i	5	i	i	i
O=C(Nc1cccnc1)c1ccc(-c2cc(Cl)ccc2Cl)o1	i	i	-8	1	-1	i	i	1	i	i	i
O=C(O)CC12CSc3[nH]c(=O)sc3C1c1ccccc1OC2=O (stereo not drawn)	i	i	-7	0	0	i	i	nt	i	i	nt
Cc1nn(-c2ccccc2)c(Oc2ccccc2)c1C=O	i	i	-6	-4	0	i	i	3	i	i	i
CCCc1nnc(SCC(=O)N2C(C)CCCC2C)n1CC1CCCO1 (stereo not drawn)	i	i	-6	-2	-1	i	i	17	i	i	i
Nn1c(N2CCCCC2)nc2ccccc21	i	i	-4	-1	-2	i	i	-3	i	i	i
Cc1cccc(Cl)c1OCCCn1ccnc1	i	i	-6	1	-2	i	i	5	i	i	i
Cc1csc(NC(=O)CSc2ccc3nnc(-c4ccncc4)n3n2)n1	i	i	-9	2	-1	i	i	2	i	i	i
CCOC(=O)CC(NS(=O)(=O)Cc1ccccc1)c1ccc(C)cc1 (stereo not drawn)	i	i	-7	0	0	i	i	0	i	i	i
COC(=O)Nc1ccc(S(=O)(=O)N2CCCc3cccc(O)c32)cc1	i	i	-20	-1	-1	i	i	3	i	i	i
Cn1c(CSCc2ccc(Cl)c(Cl)c2)n[nH]c1=S	i	i	-8	0	-1	i	i	10	i	i	i
COC(=O)c1c(C)cc(C)c2c1CC(C)(C)C2=O	i	i	-3	-7	-1	i	i	3	i	i	i
COc1nc(C)nc(C)c1Oc1ccc(Cl)cc1Cl	i	i	-8	1	-3	i	i	-4	i	i	i
CCOC(=O)Cn1c(=NC(=O)CSC(C)=O)sc2ccccc21	i	i	-12	-3	-2	i	i	-1	i	-8.2*	i
CCC(C)NC(=O)CSc1ccc(Cl)cc1 (stereo not drawn)	i	i	-8	0	-2	i	i	-2	i	i	i

Retrieved by compound from the entries so far (three):
mol	PolyA inh	KCNQ1 inh	hERG protect	GSK3beta inhib	GSK3A inh	KCNQ1 act	RGS4 act	Dyrk1A ADPGlo	RGS4 inh	KCNK9 inh	KCNK3 inh
CCCc1nnc(SCC(=O)N2C(C)CCCC2C)n1CC1CCCO1 (stereo not drawn)	i	i	-6	-2	-1	i	i	17	i	i	i
Cn1c(CSCc2ccc(Cl)c(Cl)c2)n[nH]c1=S	i	i	-8	0	-1	i	i	10	i	i	i
Nn1c(N2CCCCC2)nc2ccccc21	i	i	-4	-1	-2	i	i	-3	i	i	i

Remaining list, next part.
mol	PolyA inh	KCNQ1 inh	hERG protect	GSK3beta inhib	GSK3A inh	KCNQ1 act	RGS4 act	Dyrk1A ADPGlo	RGS4 inh	KCNK9 inh	KCNK3 inh
COc1ccc2c(c1)C=C(CN1CCC(CO)(CCc3ccccc3)CC1)CO2	i	i	-11	-1	-2	i	-8*	5	i	i	i
COCCNC(=O)c1c(CS(=O)(=O)c2ccccc2)noc1C(=O)NCc1ccccc1	i	i	-7	1	-4	i	i	0	i	i	i
O=C(NCCCc1ccccc1)[C@@H]1Cc2ccccc2CN1	i	i	-6	8	0	i	i	-3	i	i	i
Nc1ccc(C(=O)OCc2nc3c(ccc4ccccc43)[nH]2)cc1	i	i	-4	1	-2	i	i	6	i	i	i
O=C(Nc1nnc(-c2ccccc2F)s1)c1ccccc1F	i	i	-4	0	2	i	i	-3	i	i	i
COc1cc(CN2CCCC(C(=O)Nc3ccccc3Oc3cccnc3)C2)ccc1F (stereo not drawn)	i	i	-8	1	5	i	i	2	i	i	i
Cc1ccc(OCC(=O)N/N=C/c2cccnc2)cc1	i	i	-9	1	1	i	i	1	i	i	i
COc1ccc(NC(=O)c2cn(C)c(=O)c3cc(OC)c(OC)cc23)c(OC)c1	i	i	-4	5	1	i	i	-3	i	i	i
O=C(COc1nc2ccccc2nc1N1CCOCC1)Nc1cccc(S(=O)(=O)N2CCCCC2)c1	i	i	-6	-1	-2	i	i	0	i	i	i
Cc1c(C(=O)C(=O)NCc2ccco2)c2ccccc2n1C	i	i	-7	3	-8	i	i	6	i	i	i
Oc1ccc(Cl)cc1CNc1cnc2ccccc2c1	i	i	0	2	2	i	i	9	i	i	i
CSc1ccccc1C(=O)N1CCN(c2ncccn2)CC1	i	i	-3	-1	-2	i	i	4	i	i	i
COc1cc(CN2CCN(Cc3ccc(C(F)(F)F)cc3)CC2)cc(OC)c1OC	i	i	-5	1	-2	i	i	0	i	i	i
Cc1noc(C)c1CC(=O)N1CCCC(C(=O)c2ccc(C(C)(C)C)cc2)C1 (stereo not drawn)	i	i	-6	2	-4	i	i	-3	i	i	i
FC(F)(F)c1ccc(/C=N/NC(=S)NC2CCCCC2)cc1	i	i	-3	2	-1	i	i	-1	i	i	i
CC(C)(CN1CCCCC1)NS(=O)(=O)c1ccc(Cl)cc1	nt	i	-3	2	-5	i	i	-8	i	i	i

Some of the compounds tested. The share of hits here may be higher or lower than overall.
